LYPLA1 counter = LYPLA1 (human) inhibition in PME1 counter-screen | O75608 | recombinant LYPLA1, FP-Rh probe fluorescence polarization | inhibition, % at 5.9 µM | 320,000 compounds, 0.16% hits | AID 2174;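 active means inhibition above the mean of all tested compounds plus 3 SD, set per campaign, cut at about 14% in these data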;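 further: inhibitors block serine hydrolase probe labeling of LYPLA1 so polarization falls; 0% = enzyme with DMSO and 100% = wells lacking LYPLA1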
PAD4 FP inh = blocks human protein arginine deiminase 4 | recombinant PAD4, RCA probe fluorescence polarization | inhibition, % at 6.36 µM | 330,000 compounds, 0.41% hits | AID 485272;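 active means percent inhibition above a cutoff equal to the mean of all tested compounds plus 3 SD, cut at about 15% in these data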;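 further: 0% = PAD4 with RCA probe and DMSO and 100% = probe without PAD4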
PAFAH2 FP inh = PAFAH2 (human) inhibition; Q99487; recombinant PAFAH2, FP-rhodamine activity probe, fluorescence polarization; inhibition, % at 3.39 µM; 340,000 compounds, 0.99% hits; AID 492956;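 active means inhibition above the mean over all tested compounds plus 3 SD, cut at about 30% in these data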;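 further: inhibitors block probe labeling of enzyme so polarization drops; 0% = enzyme with DMSO and 100% = wells lacking PAFAH2 protein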
PREPL inh = inhibitors of human prolyl oligopeptidase-like enzyme PREPL | inhibition, % at 5.96 µM | recombinant PREPL, fluorescence polarization activity-based probe | Q4J6C6 | 320,000 compounds, 0.68% hits | AID 2751; in the data active means inhibition above about 43%;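 further: 0% = enzyme with DMSO and 100% = wells lacking enzyme; many of its hits are not listed in these tables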
Target sequence (Q4J6C6 whole entry, looked up): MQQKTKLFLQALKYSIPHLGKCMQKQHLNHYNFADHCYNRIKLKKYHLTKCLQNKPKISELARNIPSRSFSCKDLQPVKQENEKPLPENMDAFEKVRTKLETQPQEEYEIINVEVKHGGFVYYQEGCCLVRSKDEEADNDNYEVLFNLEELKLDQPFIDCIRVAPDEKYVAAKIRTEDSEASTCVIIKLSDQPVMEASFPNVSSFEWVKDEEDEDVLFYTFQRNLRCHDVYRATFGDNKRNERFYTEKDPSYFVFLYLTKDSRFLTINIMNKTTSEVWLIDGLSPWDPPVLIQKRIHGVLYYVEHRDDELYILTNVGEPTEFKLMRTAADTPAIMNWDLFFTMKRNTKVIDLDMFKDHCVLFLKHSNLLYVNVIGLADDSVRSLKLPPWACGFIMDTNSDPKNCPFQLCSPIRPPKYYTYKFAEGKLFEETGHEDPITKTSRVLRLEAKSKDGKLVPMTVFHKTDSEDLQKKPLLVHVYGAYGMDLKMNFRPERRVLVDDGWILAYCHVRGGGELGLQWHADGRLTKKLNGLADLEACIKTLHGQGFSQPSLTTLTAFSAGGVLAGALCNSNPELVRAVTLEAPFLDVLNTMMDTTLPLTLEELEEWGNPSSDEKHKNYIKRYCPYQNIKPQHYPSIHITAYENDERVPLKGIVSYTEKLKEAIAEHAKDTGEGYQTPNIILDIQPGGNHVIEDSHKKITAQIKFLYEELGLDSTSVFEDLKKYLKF
GSTO1 counter = blocks human GSTO1 in RBBP9 counter-screen; 300,000 compounds, 1.1% hits; inhibition, % at 5.96 µM; recombinant GSTO1, activity-based probe fluorescence polarization; AID 1974; P78417;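 active means inhibition above the campaign mean inhibition plus 3 SD, cut at about 35% in these data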;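 further: 0% = GSTO1-1 with DMSO and 100% = wells lacking GSTO1-1 enzyme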
Target sequence (P78417 whole entry, looked up): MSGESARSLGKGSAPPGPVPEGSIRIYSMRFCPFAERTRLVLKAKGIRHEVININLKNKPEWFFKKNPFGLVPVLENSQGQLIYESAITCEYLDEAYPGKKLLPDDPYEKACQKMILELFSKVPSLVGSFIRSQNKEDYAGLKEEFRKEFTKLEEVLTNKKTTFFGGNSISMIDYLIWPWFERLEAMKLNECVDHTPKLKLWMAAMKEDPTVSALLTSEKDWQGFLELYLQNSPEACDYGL
ZTA DNA inh = blocks Epstein-Barr virus ZTA, an EBNA-1 counter-screen | 320,000 compounds, 0.15% hits | P03206 | AID 2234 | ZTA-DNA binding, fluorescence polarization | inhibition, % at 11 µM; in the data active means inhibition above about 33%
EBNA-1 inh = blocks EBNA-1 binding to DNA. EBNA-1 DNA binding, fluorescence polarization. inhibition, % at 14.8 µM. 300,000 compounds, 0.34% hits. AID 1950; in the data active means inhibition above about 28%
PAFAH1B3 FP inh = blocks human PAF acetylhydrolase 1B catalytic subunit 3; AID 492972; Q15102; inhibition, % at 3.39 µM; recombinant PAFAH1B3, FP-rhodamine probe, fluorescence polarization; 340,000 compounds, 0.28% hits;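 active means inhibition above the screen-wide average of all tested compounds plus 3 SD, cut at about 25% in these data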;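 further: 0% = enzyme with DMSO only and 100% = wells lacking PAFAH1B3 protein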
LYPLA2 counter = LYPLA2 (human) inhibition in PME1 counter-screen. 320,000 compounds, 0.38% hits. inhibition, % at 5.9 µM. recombinant LYPLA2, FP-Rh probe fluorescence polarization;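 active means inhibition above the screen-wide mean plus 3 SD, limit set per campaign, cut at about 26% in these data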;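 further: 0% = LYPLA2 with DMSO and 100% = wells lacking LYPLA2 enzyme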
Starred values were filed as active, the others as inactive; . = not tested or not shown. An excerpt (hit frequency here may not be typical).

SMILES	LYPLA1 counter	PAD4 FP inh	PAFAH2 FP inh	PREPL inh	GSTO1 counter	ZTA DNA inh	EBNA-1 inh	PAFAH1B3 FP inh	LYPLA2 counter
CCOc1cc(C2C3=C(CCCC3=O)Nc3ccc4ncccc4c32)ccc1O (stereo not drawn)	2	-3	7	19	0	-1	1	11	4
CC(=O)Nc1cn(C(C)=O)c(C)n1	4	-2	.	-1	0	0	4	.	2
CCc1nc(NC2CCCCC2)c(C#N)c2c1COC(C)(C)C2	1	5	-2	-3	-3	2	0	1	0
Cc1c(C(=O)N2CCCC2)oc2c1-c1nn(CC(=O)NCCCN3CCCCC3)cc1CC2	1	-4	2	6	1	-3	0	-1	4
CCOC(=O)N1CCC(NC(=O)c2cc3c(=O)n(C)c4ccccc4c3n2C)CC1	0	1	-3	-3	1	9	-2	8	-2
COc1cc(NC(=O)c2ccccc2)c(C)cc1NC(=O)CC(CC(=O)O)c1ccccc1 (stereo not drawn)	-4	1	-2	-5	7	-14	-1	-3	2
COc1ccc(C(=O)N2CCCCC2)cc1S(=O)(=O)Nc1ccccc1	-2	2	2	2	1	4	-4	9	1
O=C(Nc1ccc2c(c1)OCCO2)C(=O)NC1CC1	-3	-3	-1	-1	9	12	2	15	0
O=C(O)CCC(=O)N1N=C(c2ccc(Br)cc2)CC1c1cccs1 (stereo not drawn)	3	-1	5	10	1	2	-11	3	-5
CCCCCCC(=O)N1CCCC(c2nc(-c3cccc(OC)c3)no2)C1 (stereo not drawn)	12	5	-3	3	2	4	7	-1	27*
CCOC(=O)c1c(C)n(C)c2cc(Br)c(OC)cc12	-1	-2	-1	-1	2	-11	4	11	2
CCOC(=O)C1=C(c2ccccc2)Nc2c(c(=O)n(C)c(=O)n2C)C1c1ccc(O)c(OC)c1 (stereo not drawn)	-5	-5	-2	0	1	2	-7	3	-1
COc1ccc(OC)c(C(=O)NC(CC(N)=O)c2ccc(N3CCC(N4CCCCC4)CC3)c([N+](=O)[O-])c2)c1 (stereo not drawn)	3	5	-4	9	9	-10	1	6	6
Cc1ccc([N+](=O)[O-])cc1NC(=S)NCCc1ccccc1	-3	2	1	0	5	3	7	-3	5
Cc1ccc(S(=O)(=O)N2CCC(C(=O)OCC(=O)N3CC(C)CC(C)C3)CC2)cc1C (stereo not drawn)	-1	-2	10	4	-1	6	-1	-4	3
COCC(=O)N1CCC(Oc2ccc(C(=O)N3CCCCC3COC)cc2)CC1 (stereo not drawn)	4	2	1	10	3	-8	-8	-3	4
CCc1ccc(NC(=O)CSc2n[nH]c(C)c2[N+](=O)[O-])cc1	-3	-2	2	-1	-2	-15	-11	4	-4
COc1ccc(CNC(=O)C(c2ccco2)N(C(=O)Cc2cccs2)c2cccnc2)cc1 (stereo not drawn)	-2	4	3	1	-1	14	7	1	10
O=C(Oc1c(-c2ccccc2Cl)oc2ccccc2c1=O)c1ccc(Cl)cc1	-3	-2	1	-3	0	-3	17	5	-3
CCNc1nc(NCC)nc(NS(=O)(=O)c2ccc(N)cc2)n1	-3	-3	0	-2	3	-2	-3	7	0
Cc1ccc(SC(=O)COc2ccccc2C)cc1	6	2	-12	-2	-5	-1	10	12	9
COc1ccc(CCN(/C=C2\Sc3ccccc3C2=O)C(C)=O)cc1OC	0	1	.	1	-4	-14	-4	.	-5
CN1CCN(S(=O)(=O)c2ccc(NS(=O)(=O)c3ccccc3)cc2)CC1	1	0	-2	7	-2	10	-1	4	6
Cc1cccc(N2CCN(S(=O)(=O)c3cc4c(cc3Cl)NC(=O)CO4)CC2)c1C	-4	1	-15	7	4	-9	-4	-3	-2
CC(=O)Cc1nsc(NC(=O)c2ccc(-c3cc(Cl)ccc3Cl)o2)n1	-8	-5	1	-1	-56	3	-3	-5	-7
Next part
SMILES	LYPLA1 counter	PAD4 FP inh	PAFAH2 FP inh	PREPL inh	GSTO1 counter	ZTA DNA inh	EBNA-1 inh	PAFAH1B3 FP inh	LYPLA2 counter
N=c1c2c3c(sc2ncn1N)CCCCC3	-4	5	4	9	4	-2	-13	9	2
Cn1cc(S(=O)(=O)N2CCN(C(=O)c3ccco3)CC2)c(=O)n(C)c1=O	1	-3	-5	1	-4	3	6	3	-1
C=CCN(CC=C)S(=O)(=O)c1ccc(NC(=S)NC(=O)C2CC2)cc1	-5	0	6	-5	-10	1	10	-1	-3
CCN(CC)C(=O)c1sc2nc(-c3cccs3)cc(-c3ccc(Cl)cc3)c2c1N	-5	5	5	1	1	-12	-6	-1	-6
COc1ccc(/C=N/Nc2nc(C)cc(-c3ccccc3)n2)cc1OC	5	3	0	2	3	-6	-6	0	4
Cc1cc(Br)ccc1NC(=O)c1ccccc1-c1ccccc1	0	4	-3	-45	8	-13	-2	5	3
O=C(NCc1ccccc1)[C@@H]1C[C@H]1[C@@H](NP(=O)(c1ccccc1)c1ccccc1)c1ccccc1	-3	3	-4	-2	5	-1	-9	-5	-7
COc1ccc([N+](=O)[O-])cc1NC(=O)C(C)OC(=O)/C=C/c1ccco1 (stereo not drawn)	-3	-2	-2	8	-4	2	-13	-8	-2
COc1ccc(C(=O)N2CCN(c3ccccc3Cl)CC2)cc1S(=O)(=O)NC1CC1	-2	-6	4	22	.	0	.	10	-2
O=C(CN1CCN(C(=O)c2ccco2)CC1)Nc1ccc2c(c1)OCO2	0	-1	8	3	4	0	10	5	-2
CCOC(=O)n1c(O)c(N=NC(N)=S)c2cc(C)ccc21	3	-2	4	1	-2	-2	9	4	5
COC(=O)c1c(C)[nH]c(C(=O)C(C)Sc2nnc(-c3cc(OC)c(OC)c(OC)c3)o2)c1C (stereo not drawn)	3	1	-3	-3	2	3	-8	4	9
Cc1ccccc1-n1nc2c(c1NC(=O)c1cc3ccccc3oc1=O)CS(=O)(=O)C2	1	2	.	15	1	9	-10	.	2
O=C(OCC(=O)N1CCN(S(=O)(=O)c2ccc(Cl)cc2)CC1)c1cc(Br)ccc1O	0	6	4	5	-6	-8	-6	2	7
Cc1ccc(C)c(Nc2cc(C(=O)NCc3cccnc3)c3ccccc3n2)c1	1	-6	-3	26	0	-1	1	0	2
O=C(N1CCOCC1)N1CCN(S(=O)(=O)c2ccc(F)cc2)CC1	5	0	-2	9	13	-10	8	1	11
CN(C)/C=C(/C(=O)c1ccc(F)cc1)S(=O)(=O)c1ccc(F)cc1	1	2	-3	-6	3	11	7	8	1
Cc1cccc2cc(CN(C(=O)c3cccs3)c3ccccc3)c(=O)[nH]c12	3	-1	-9	-8	2	-6	-9	2	5
CC(CCc1ccccc1)NC(=O)c1ccc(-n2cncn2)c([N+](=O)[O-])c1 (stereo not drawn)	3	0	5	17	1	-3	-2	0	5
CCn1cc(Cl)c(C(=O)NNC(=O)CCn2cc([N+](=O)[O-])cn2)n1	1	-2	-2	-10	4	-3	4	-2	4
COc1ccc(OC)c(C(=O)c2coc3ccc(OCC(=O)O)cc23)c1	-5	-1	-1	-9	-1	-7	2	8	-9
O=C(Cn1ncc(Cl)c(Cl)c1=O)NCC1CCCCC1	1	6	7	-6	17	-4	4	-8	8
O=C(Nc1cc(F)ccc1F)C1CCCN1S(=O)(=O)c1cccc2nsnc12 (stereo not drawn)	2	-6	1	-3	2	-11	1	-1	5
O=C(NC1CC1)C1=C[C@@H](c2ccc(C(F)(F)F)cc2)C[C@@H](OCCCCO)O1	2	-3	0	9	3	-9	4	2	-12
CCC(C)NC(=O)Cn1nc([N+](=O)[O-])c(Cl)c1C (stereo not drawn)	3	-2	-9	1	2	1	4	6	2
The listing continues:
SMILES	LYPLA1 counter	PAD4 FP inh	PAFAH2 FP inh	PREPL inh	GSTO1 counter	ZTA DNA inh	EBNA-1 inh	PAFAH1B3 FP inh	LYPLA2 counter
COc1cccc(NC(=O)CN(C)C(=O)c2cc(S(=O)(=O)N3CCCCCC3)ccc2OC)c1	1	-2	-7	9	.	9	.	1	4
Clc1ccc(-c2nc(N3CCCCC3)nc3ccccc23)cc1	0	-4	-1	-4	0	13	7	1	0
Cc1ccccc1NS(=O)(=O)c1cc2c3c(c1)CC(=O)N3CCC2	-1	-2	7	5	-4	8	5	-3	0
CC(C)Oc1ccc(S(=O)(=O)N2CCCCC2)cc1NC(=O)CC1OC(=O)c2ccccc21 (stereo not drawn)	1	2	7	-1	1	3	-7	4	7
CC(NC(=O)CNC(=O)c1sc2ccccc2c1Cl)c1ccc(S(N)(=O)=O)cc1 (stereo not drawn)	-3	0	-2	9	-10	-13	-2	-4	-1
CCOC(=O)[C@H]1[C@H]2COc3ccc(C)cc3[C@@H]2N2C(=O)[C@@H](C)NC(=O)[C@@]12C	-1	-3	4	5	.	-8	.	5	3
COc1cc(/C=C(/C#N)C(=O)NCc2ccccc2)cc(OC)c1OC	2	-1	6	0	0	4	-7	7	1
Cc1noc(C)c1CSCC(=O)N(C)CC(=O)Nc1ccccc1Br	3	0	-5	-10	1	-4	-12	-2	3
COc1cc(CNC(=O)CCCCCCC(C)C)ccc1O	-1	-3	3	-4	10	-23	-12	6	1
CN(C(=O)c1ccc(NC(=O)C2CCCN(C(=O)OC(C)(C)C)C2)cc1)C1CC1 (stereo not drawn)	.	-1	3	12	.	.	.	0	.
COc1cc(C2C3C(=O)N(c4ccccc4)C(=O)C3ON2c2ccccc2)ccc1O (stereo not drawn)	-4	-3	-2	-2	10	-14	-14	0	-7
O=C(Nc1ccc2c(c1)OCCO2)c1ccc(Cl)cc1Cl	0	-6	-4	12	3	6	-11	8	-3
COc1ccc(CN2CCCC(C(=O)Nc3cccc(-n4cccn4)c3)C2)cc1 (stereo not drawn)	0	-4	-3	-23	-1	2	-7	5	1
Cc1ccc(C)c(OCCCCCn2ccnc2)c1	0	0	3	18	4	-9	5	7	1
Cc1cc[n+](-c2nc3ccccc3nc2[N-]S(=O)(=O)c2cccs2)cc1C	-1	-4	5	-2	5	18	-1	7	2
Cc1cc2nc(-c3ccc(SCc4ccc(C(=O)O)cc4)nc3)[nH]c2cc1C	-4	-7	5	-1	-64	23	11	2	-14
O=C(NCC1CCCO1)C(c1ccc(F)cc1)N(CC1CCCO1)C(=O)c1ccc(-c2ccccc2)[nH]1 (stereo not drawn)	3	-4	-17	24	4	-1	-5	4	-2
CC1(C)CC(=O)C(N=Nc2ccc(Cl)cc2)=C(O)C1	4	-3	1	-3	0	-19	-2	13	5
Nc1nonc1C(=O)NCCNCc1cc(Br)ccc1OCc1ccc(F)cc1	1	0	4	12	-1	-1	-7	8	10
CN(CC(O)COCc1ccc2c(c1)OCO2)C1CCCCC1 (stereo not drawn)	-2	0	3	18	2	3	5	5	0
Cn1nccc1C(=O)NC1CCCc2c1cnn2-c1ccc(F)cc1F (stereo not drawn)	2	-4	-13	10	-5	1	6	9	2
N#Cc1nc(-c2ccc([N+](=O)[O-])cc2)oc1N1CCCCC1	0	-3	-12	4	-5	-2	-13	4	4
C/C(=N\NC(=O)Cn1c(-c2ccccn2)nc2ccccc21)c1ccccc1	-1	-1	1	18	10	10	6	3	-2
NC(=O)COC(=O)c1cc(S(=O)(=O)N2CCOCC2)ccc1N1CCCCC1	3	2	0	-1	4	5	6	0	2
CCOC(=O)N1CCN(S(=O)(=O)CCNC(=O)c2ccccc2)CC1	1	0	8	-4	1	8	-5	4	0
CN(C)/C=C/C(=O)c1cccc([N+](=O)[O-])c1	2	0	.	14	1	18	7	.	5

In the list so far, these contain a cyano group.
SMILES	LYPLA1 counter	PAD4 FP inh	PAFAH2 FP inh	PREPL inh	GSTO1 counter	ZTA DNA inh	EBNA-1 inh	PAFAH1B3 FP inh	LYPLA2 counter
CCc1nc(NC2CCCCC2)c(C#N)c2c1COC(C)(C)C2	1	5	-2	-3	-3	2	0	1	0
COc1cc(/C=C(/C#N)C(=O)NCc2ccccc2)cc(OC)c1OC	2	-1	6	0	0	4	-7	7	1
N#Cc1nc(-c2ccc([N+](=O)[O-])cc2)oc1N1CCCCC1	0	-3	-12	4	-5	-2	-13	4	4

Compound activity (PubChem BioAssay)
